Screens (PubChem BioAssay)
UDG counter = blocks uracil-DNA glycosylase in AID counter-screen. FRET deamination/UDG coupled assay, UDG read, 4 h. Potency, µM (doses to about 115 µM), inactives show at the top dose activity change, negative = inhibition, actives largely listed as inhibitors. 0.14% of 91,000 active. AID 1347430; note: nearly all actives have a fitted effect of over 65% in size
AID inh = blocks human AID cytidine deaminase activity; Potency, µM (top dose mostly 115 µM), for the others: at the top dose activity change, negative = inhibition, most hits filed as inhibitors; 0.32% of 91,000 active; AID 1347428; AID deamination FRET fluorescence, UDG-coupled, 4 h; Q9GZX7; note: nearly all actives have a fitted effect of over 25% in size
Target sequence (Q9GZX7 whole entry, looked up): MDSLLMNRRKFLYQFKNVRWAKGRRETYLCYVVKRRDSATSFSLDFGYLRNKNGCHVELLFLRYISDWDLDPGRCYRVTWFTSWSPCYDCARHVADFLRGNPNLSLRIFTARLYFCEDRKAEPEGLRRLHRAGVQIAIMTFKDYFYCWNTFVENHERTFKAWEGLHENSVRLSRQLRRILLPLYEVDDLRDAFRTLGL
* hit, by the source's call; ? = inconclusive; [ ] = dose if it differs, or a comment. Calls come from the whole dose curve; as a rule, active = well fitted curve in the direction sought with a large enough effect; inconclusive = small, poorly fitted or top-dose-only effect, or another doubt; inactive = no such curve, though single readings can be large; an effect the other way counts as inactive or inconclusive. % is set by controls: 0 for no effect and ±100 for the full control effect; potency is the fitted concentration of half-maximal effect. The list is partial; the hit share may differ from the screen's.

Every second line gives: UDG counter	AID inh
CCCCOc1ccc(C(=O)N2CCN(CCc3ccccn3)CC2)cc1
→ -9%[57.5 µM]	-2%[57.5 µM]
COc1cccc(NC(=O)CSc2c3c(nc4ccccc24)CCCC3)c1
→ -1%	?
Cc1oc(-c2cccc(Cl)c2)nc1CN1CCN(C(=O)c2ccco2)CC1
→ -25%	-23%
O=C(CCC(=O)N1CC2CCCN2c2ccccc21)NCc1ccccc1F (configuration not stated)
→ -13%	6%
COc1cccc(/C=C/C(=O)Oc2ccc(C3SCCS3)cc2OC)c1
→ 4%	4%
CC(=O)c1cccc(-n2c(=O)c3c4c(sc3n(CC(=O)c3ccccc3)c2=O)CN(C(C)=O)CC4)c1
→ -7%	-7%
Cc1cc(C(=O)N2CCN(c3ccccc3)CC2)c2ccccc2n1
→ 2%	3%
CC(C)NC(=O)c1ccc2c(c1)N(Cc1cccc(Cl)c1)C(=O)c1ccccc1S2=O (configuration not stated)
→ -1%[57.5 µM]	-22%
COc1cccc(-c2cc(C(=O)N3CCN(c4ncccn4)CC3)c3ccccc3n2)c1
→ -13%	-28%
COc1cccc(-c2cn3c(n2)sc2cc(C(=O)NC4CCCCCC4)ccc23)c1
→ 0%[57.5 µM]	5%
CCOC(=O)c1cc2c(=O)n3ccccc3nc2n(CC2CCCO2)c1=NC(=O)c1ccc(OCC)cc1 (configuration not stated)
→ -2%	30%[activator]
CS(=O)(=O)c1ccc(NC(=O)c2ccccc2-c2ccc(C(F)(F)F)cc2)cc1
→ -8%	5%
CCCN(CCC)S(=O)(=O)c1ccc2c(c1)N(CC(=O)NC(C)c1ccccc1)C(=O)CS2 (configuration not stated)
→ -4%	-25%
COc1cc(C2CC(=O)Nc3nc(N4CCCCC4)sc32)cc(OC)c1OC (configuration not stated)
→ -8%	35µM*
CCOc1ccc(CCNC(=O)c2cc3c(-c4ccc(OC)c(OC)c4)nn(C)c3s2)cc1OCC
→ 79µM*	?
CSc1ccccc1NC(C)=O
→ 5%	4%
CCN(C(=O)c1cc2c(s1)CCCC2)C1CC1
→ -2%	-10%
O=C1CCc2cc(C(=O)NCc3ccc4c(c3)OCO4)ccc2N1
→ -3%	-3%
Cc1nc(-c2cccc(F)c2)sc1CCNC(=O)C(=O)Nc1ccc2c(c1)OCO2
→ -15%	18%
c1ccc2c3c(cnc2c1)CCCC3
→ -7%	-5%

Next part:
Every second line gives: UDG counter	AID inh
CCOC(=O)c1ccccc1NC(=O)c1nn(C)c2c1COc1ccccc1-2
→ 2%[57.5 µM]	10%
CCOc1ccc(C2c3c(oc4ccc(C)cc4c3=O)C(=O)N2c2nc(C)c(C)s2)cc1OC (configuration not stated)
→ 13%	4%
N#CCc1ccc(OCC(O)Cn2cnc3ccc(Cl)cc3c2=O)cc1 (configuration not stated)
→ -6%	-7%
COC(=O)c1ccccc1NC(=O)C1=CC(c2ccc3c(c2)OCO3)=NS(=O)(=O)N1C
→ 10%	23%
O=C(Cn1c(=O)n(Cc2ccco2)c(=O)c2cccnc21)Nc1ccccc1F
→ -17%	3%
CC(C)c1ccc(N2C(=O)N(Cc3cccc([N+](=O)[O-])c3)c3ccccc3S2(=O)=O)cc1
→ 1%	-1%
Cc1cc2cc(NS(=O)(=O)c3ccccc3F)ccc2[nH]1
→ -6%	-9%
O=C(CCSc1nnc(NC2CC2)s1)Nc1cccc(Cl)c1
→ 4%	-7%
CCCC(=O)N/N=C/c1ccccc1
→ -3%	-2%
Cc1ccc(Cn2c(=O)c3cccnc3n(CC(=O)Nc3cc(Cl)ccc3C)c2=O)cc1
→ 26%	2%
Cc1nc(-c2cc3ccc(OCC(=O)N4CCOCC4)cc3oc2=O)cs1
→ 4%	14%
COc1ccc(C(C)=O)cc1CN1CCCCCCC1
→ -9%	-9%
CCOc1ccc(NS(=O)(=O)c2cc(-c3cnc(C4CC4)o3)ccc2C)cc1
→ 5%	-6%
Cc1ccc(Cn2c(=O)c3ccc(C(=O)NC4CCCC4)cc3n3c(=O)[nH]nc23)cc1
→ 4%	1%
Cc1c(C(=O)OCc2ccccc2)sc(=S)n1-c1ccc(Cl)cc1
→ -11%	-6%
O=C(CCc1ncc(-c2ccccc2)o1)Nc1nccs1
→ -8%	-4%
COc1cc2cc(C(=O)NCC(=O)Nc3ccc4c(c3)OCO4)n(C)c2c(OC)c1OC
→ -2%	-1%
Cc1ccc(C(=O)Nc2nnc(S(=O)(=O)N3CCc4ccccc43)s2)cc1
→ 0%	0%
CCOc1ccc(Nc2ncnc3scc(-c4ccc(OC)cc4)c23)cc1
→ -20%	?
COc1ccc(Cl)cc1NC(=O)c1cc2c(s1)-c1ccccc1OC2
→ -11%	51%[activator]

Next section.
Every second line gives: UDG counter	AID inh
CN(CC(=O)Nc1ccc(OC(F)(F)F)cc1)C(=O)c1n[nH]c2ccccc12
→ 3%	-6%
COc1ccc(OCCn2c(C3CC(=O)N(c4ccc(F)cc4)C3)nc3ccccc32)cc1 (configuration not stated)
→ -26%	?
CC(NC(=O)CCl)c1ccc2c(c1)CCCC2 (configuration not stated)
→ 9%	19%
FC(F)(F)c1ccc(/C=N/Nc2cccc(Cl)c2)cc1
→ -4%	-13%
Cc1cc(C)cc(NC(=O)CSc2nnc(COc3ccccc3Cl)o2)c1
→ -4%	8%
COC(=O)C(C)Sc1ncnc2c1c(-c1ccccc1)cn2-c1ccc(F)cc1 (configuration not stated)
→ -16%	-26%
CC(OC(=O)c1ccc2ccccc2n1)C(=O)NC(N)=O (configuration not stated)
→ 6%	-3%
CC(C)NC(=O)Cc1csc2nc(-c3ccccc3)cn12
→ 51%[activator]	7%
Cc1cn2c(=O)cc(COc3ccc(C(C)(C)C)cc3)nc2s1
→ -7%	6%
Cc1cccc(Cn2c(-c3ccccc3)nc3ccccc32)c1
→ -19%[57.5 µM]	?
CCc1ccc(NC(=O)CCCc2nnc3n(CCCOC)c(=O)c4sccc4n23)cc1
→ 0%	0%
CCOC(=O)c1sc(N)cc1C
→ -2%	0%
CCN(CC)C(=O)c1ccccc1NC(=O)c1cccc(S(=O)(=O)N2CCC(C)CC2)c1
→ 6%	36%[activator]
COc1cc(C#N)ccc1OC(C)C(=O)c1ccc(F)cc1 (configuration not stated)
→ 5%	-3%
CCCCOc1ccc(C#N)cc1OCC
→ -3%	8%
CC1=Nc2cc(C(=O)NCc3ccccc3Cl)ccc2Sc2c(C)ccc(C)c21
→ 0%	-18%
CC(C)CCNC(=O)C1(C)Cn2c(ccc2-c2ccco2)C(=O)N1Cc1ccccc1F (configuration not stated)
→ 1%	3%
Cc1cccc(Cn2c(C)c(C)c3cc(C(=O)NCc4ccco4)ccc32)c1
→ 40%[activator]	-5%
COc1ccc(NC(=O)c2ccco2)cc1NC(=O)COc1ccc(C)cc1C
→ -6%	-13%
COCCN(Cc1ccco1)C1CCCC1
→ 17%	12%

Single records, as listed above. Order of values: UDG counter	AID inh
Cc1cccc(Cn2c(C)c(C)c3cc(C(=O)NCc4ccco4)ccc32)c1 is listed as 40%[activator]	-5%
CCc1ccc(NC(=O)CCCc2nnc3n(CCCOC)c(=O)c4sccc4n23)cc1 is listed as 0%	0%
CCN(CC)C(=O)c1ccccc1NC(=O)c1cccc(S(=O)(=O)N2CCC(C)CC2)c1 is listed as 6%	36%[activator]
COc1ccc(NC(=O)c2ccco2)cc1NC(=O)COc1ccc(C)cc1C is listed as -6%	-13%
COCCN(Cc1ccco1)C1CCCC1 is listed as 17%	12%

The list goes on:
Every second line gives: UDG counter	AID inh
CCCNC(=O)CCc1nnc2ccc(N3CCN(c4cccc(OC)c4)CC3)nn12
→ -1%	1%
CCCCOc1ccc(/C=C/C(=O)c2ccc3c(c2)OCCO3)cc1OC
→ -14%	-20%
Cc1ccc(Cn2c(CNC(=O)CCc3ccccc3)nc3cccnc32)cc1
→ -5%	35%[activator]
COCCCNC(=O)Cc1c(C)c2ccc(OC(C)=O)c(OC(C)=O)c2oc1=O
→ 8%	12%
Nc1cc(=O)nc(SCC(=O)Nc2ccc(F)cc2)n1CCc1ccccc1
→ 7%[57.5 µM]	19%[57.5 µM]
Cc1ccc2nc(-c3ccc(C)s3)cc(C(=O)NCc3ccco3)c2c1
→ -1%	2%
CCN(CC)CCCOC(=O)C(c1ccccc1)c1ccccc1
→ -4%	-5%
N#Cc1ccc(C(=O)Oc2ccc(Br)cc2)cc1
→ 6%	2%
Cc1ccc(CNC(=O)c2cnccn2)s1
→ 4%	-8%
O=C(CSc1nc(Cl)nc2nc[nH]c12)Nc1cccc(Cl)c1
→ 2%	0%
CCCc1cnc2c(c1SCc1cccc(F)c1)c(=O)n(C)c(=O)n2C
→ -1%	?
O=C(c1cccc(N2CCCN(Cc3ccccc3)C2=O)c1)N1CCOCC1
→ 2%	3%
Cc1oc2ncnc(N3CCCCC3)c2c1C(=O)NCC1CCN(Cc2ccc(F)cc2)CC1
→ 25%	-1%
CC1CCN(CC(=O)Nc2cccc(C(=O)Nc3cccc(C(F)(F)F)c3)c2)CC1
→ -1%	-15%
CCCCc1cc(=O)oc2c(C)c(OCC(=O)OC(C)C)ccc12
→ -10%	-14%
O=C(Nc1cccc(Cl)c1)c1c(NC(=O)C(F)(F)F)sc2c1CCCC2
→ -2%	?
NC(=O)C(Oc1ccccc1Cl)c1ccccc1 (configuration not stated)
→ 2%	6%
NS(=O)(=O)CCCC(=O)O
→ -5%	-12%
COC(=O)c1ccccc1NC(=O)c1ccccc1OC(F)F
→ 7%	4%
Cc1ccc(CCNC(=O)c2c[nH]c3ccc(S(=O)(=O)Nc4cccc(C(F)(F)F)c4)cc3c2=O)cc1
→ -22%	4%

(listing goes on)
Every second line gives: UDG counter	AID inh
COc1cc(-c2noc(-c3ccc(N4CCCC4)c([N+](=O)[O-])c3)n2)cc(OC)c1OC
→ -4%	10%
Cc1ccc(C)c(N2CCN(CCCNC(=O)c3ccc4nc(CCc5ccccc5)oc4c3)CC2)c1
→ -10%	-20%
CCOc1ccc(Sc2cc(C(=O)NCc3ccccc3Cl)c3ccccc3n2)cc1
→ -2%[57.5 µM]	-12%
CC(=O)N1CCc2c(sc3c2c(=O)n(-c2ccccc2)c(=O)n3CC(=O)Nc2cc(C)cc(C)c2)C1
→ ?	16%
CC(=O)Nc1nnc(SCc2cc(=O)c3cccc(Cl)c3[nH]2)s1
→ -3%	4%
CC(CNC(=O)CCCn1c(=O)c2cccn2c2cccnc21)c1ccccc1 (configuration not stated)
→ -12%	3%
Cc1ccc(C)c(N2CCN(C(=O)c3cc4cc5ccc(C)cc5nc4s3)CC2)c1
→ 4%	6%
O=C(CSc1ccc2ccccc2c1)N(C1CCCC1)C1CCS(=O)(=O)C1 (configuration not stated)
→ -7%	-7%
Cc1cc(C)cc(-n2c(-c3ccccc3)c(C)n3c4c(=O)n(C)c(=O)n(C)c4nc23)c1
→ 14%	32%[activator]
Cc1nn(-c2nc(CC(=O)Nc3cccnc3)cs2)c(C)c1Cc1ccccc1
→ -6%	-6%
Cc1cc(/C=C/C(=O)c2cccc(Cl)c2)cc(C)c1O
→ -10%	26%
O=C(Cn1ccn(-c2ccc(F)c(F)c2)c(=O)c1=O)Nc1cccc(Cl)c1
→ -4%	1%
CCc1ccc(NC(=O)c2ccc3oc(=O)n(Cc4ccccc4)c3c2)cc1
→ -12%	-12%
COc1cc(C(=O)Nc2ccc(C(=O)O)cc2)c2ccccc2n1
→ 0%	-14%
N#CCN(C(=O)/C=C/c1ccc(Br)s1)C1CC1
→ 4%	0%
Cc1cc(C(=O)N2CCC(NC(=O)c3ccncc3)CC2)c2ccccc2n1
→ 0%	1%
CCOC(=O)c1cccc(NS(=O)(=O)c2cc(-c3cnc(C)o3)ccc2OC)c1
→ -16%	-22%
COC(=O)c1ccc(C2CC(=O)NC3=C2C(=O)CC(C)(C)C3)cc1 (configuration not stated)
→ 3%	-2%
CCc1ccc(CCC(=O)N(C)Cc2cccs2)cc1
→ 1%	-2%
CC(C)OC(=O)COc1ccc(/C=C(/C#N)c2nc3ccccc3[nH]2)cc1
→ -1%	6%

(further entries)
Every second line gives: UDG counter	AID inh
Cc1cccc2[nH]cc(C=O)c12
→ 0%	7%
Cn1c(=O)c2c(nc(N3CCOCC3)n2Cc2ccccc2F)n(C)c1=O
→ -2%	6%
COc1cc(NS(=O)(=O)c2ccc3[nH]c4c(c3c2)CCCCCC4)cc(OC)c1
→ -5%[57.5 µM]	-1%[57.5 µM]
COc1ccc(NS(=O)(=O)c2cc(-c3cnc(C4CC4)o3)ccc2C)cc1
→ 1%	-2%
CC(C(=O)NCc1ccc(Cl)cc1)N1CCCC(C(F)(F)F)C1 (configuration not stated)
→ -3%	-6%
Fc1ccc(Nc2nc(SCc3ccc(Cl)cc3)nc3ccccc23)cc1
→ -15%[57.5 µM]	-27%
O=C(Oc1ccccc1Cl)c1ccccc1OCc1ccc(Cl)cc1
→ 8%	1%
COc1cccc2cc(/C=C(/C#N)c3nc4ccccc4[nH]3)oc12
→ 2%	2%
COc1ccc2c(CNCCc3ccco3)c(C(=O)O)n(Cc3ccc(C)cc3)c2c1
→ 2%	12%
CC1(C)C(=O)N(CC(=O)Nc2ccc(Br)cc2F)c2ccccc21
→ -4%[57.5 µM]	29%[57.5 µM]
N#CC(C(=O)Nc1ccccc1Cl)C(=O)c1ccc(Cl)cc1 (configuration not stated)
→ -3%	-15%
CC(=O)c1cc(-c2ccccc2)n(CC(=O)NC2CCCCC2)c1C
→ -25%	2%
